EPAC1 ag – EPAC1 (human) agonism; O95398; EPAC1 agonist qHTS, biochemical assay; response scale: 100% = response to 6.5 mM cAMP; Potency, µM (highest dose often 154 µM), for inactives: at the top dose activation, most hits filed as activators; actives 0.073% (n = 360,000); AID 720707; note: potency is the fitted concentration of half-maximal effect; nearly all actives have a fitted effect of over 60% in size
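Fluorescent GDP-exchange assay: 100 nM EPAC1 with 250 nM Rap1B preloaded with BODIPY-GDP and 50 uM GDP; compounds tested as concentration series, 5 min at room temperature, then read every 5 min for 30 min (ex 480/em 540 nm); normalized to 6.5 mM cAMP.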
WRN helicase inh – blocks human WRN helicase | actives 0.46% (n = 360,000) | Q14191 | Potency, µM (doses to about 114 µM), without a hit: at the highest dose activity change, negative = inhibition, usual class: inhibitors | WRN helicase unwinding, fluorescent forked duplex, kinetic; note: potency is the fitted concentration of half-maximal effect; % is set by controls: 0 for no effect and ±100 for the full control effect; nearly all actives have a fitted effect of over 55% in size
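WRN at 20 nM final was preincubated with compound for 15 min at room temperature; reaction started with 100 nM forked duplex oligonucleotide carrying fluorophore and quencher plus 2 mM ATP (final). Unwinding followed kinetically by red fluorescence (ex 525/em 598 nm).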
FUS suppressor – suppressors of FUS proteinopathy in yeast. S. cerevisiae FUS-expressing, growth rescue, OD600, 24 h. Potency, µM (series often up to 76.6 µM), inactives show at the highest dose growth rescue (activation), usual class: activators. actives 0.24% (n = 390,000);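 note: potency is the fitted concentration of half-maximal effect; plate controls were DMSO vehicle for no effect and reference control for full effect; nearly all actives have a fitted effect of over 55% in size; some results filed as inactive show a strong effect at the top dose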
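Yeast expressing FUS under galactose induction, OD 0.005 in 2% galactose medium; compounds in a dilution series, 24 h at 30C. Growth rescue by absorbance at 600 nm; CP55940 positive control, DMSO negative.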
IL-2 act – activates IL-2 in a cell-based reporter assay | IL-2 activation reporter assay, cell-based qHTS; stimulated with anti-CD3/CD4/CD28 beads; in transgenic mouse T cells | activation, % (series mostly up to about 46 µM) | actives 0.065% (n = 360,000) | AID 652025; in the data active = activation above about 50%; inconclusive = mostly about 30% to 49%; note: 0% is about no effect
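EGFP and DsRed fluorescence is measured by plate cytometry in unstimulated transgenic mouse T cells exposed to compound for 60 minutes, then stimulated 18 hours at 37 degrees C with anti-CD3/anti-CD4 beads plus anti-CD28.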
PI5P4Ka inh – inhibitors of human PI5P4K alpha; P48426; PI5P4Kalpha enzyme, ADP-Glo luminescence, 60 min; active compounds read low; max response, %; actives 1.2% (n = 330,000); AID 652105; active = max response of -50% or lower; inconclusive = between -30% and -50%; inactive = -30% or higher; note: value at the top dose of about 77 µM; % is set by controls: 0 for no effect and ±100 for the full control effect
Target sequence (P48426 whole entry, looked up): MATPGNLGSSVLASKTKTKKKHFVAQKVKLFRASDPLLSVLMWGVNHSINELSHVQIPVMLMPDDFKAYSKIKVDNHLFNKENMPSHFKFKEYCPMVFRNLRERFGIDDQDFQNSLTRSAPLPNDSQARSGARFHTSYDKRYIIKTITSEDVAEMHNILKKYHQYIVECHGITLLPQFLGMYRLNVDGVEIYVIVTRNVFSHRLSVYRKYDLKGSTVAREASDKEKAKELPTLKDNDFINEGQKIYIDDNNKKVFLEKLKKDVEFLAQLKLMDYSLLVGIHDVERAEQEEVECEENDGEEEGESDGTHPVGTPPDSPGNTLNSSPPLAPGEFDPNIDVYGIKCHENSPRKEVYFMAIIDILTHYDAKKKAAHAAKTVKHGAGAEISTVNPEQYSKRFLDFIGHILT
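ADP-Glo luminescence end-point read after a 60 min room-temperature kinase reaction of PI5P4Kalpha plus substrate, initiated with ATP at 5 microM final. Buffer: 0.038 M HEPES pH 7.4, EGTA, 0.1% CHAPS, 5% DMSO.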
Abeta rescue – restores growth of yeast expressing A-beta42 peptide. yeast expressing A-beta42, growth rescue, OD600, 48 h; response scale: 0% DMSO, 100% iron-clioquinol control. Potency, µM (titrated, usually from 46.1 µM), for inactives: at the highest dose growth rescue, usual class: activators. actives 0.063% (n = 410,000). AID 1347071; note: potency is the fitted concentration of half-maximal effect; nearly all actives have a fitted effect of over 55% in size
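Growth rescue measured by 600 nm absorbance after 48 h yeast culture at 30 C with compound. Values normalized between DMSO and an equimolar ferric chloride plus clioquinol control.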
PLK1 PBD inh – inhibitors of human PLK1 polo-box domain binding; Potency, µM, without a hit: max response, negative = inhibition, most hits filed as inhibitors; actives 2.8% (n = 360,000); Plk1 PBD binding of FITC phosphopeptide, fluorescence polarization; P53350; note: potency is the fitted concentration of half-maximal effect; series mostly up to about 57 µM; % is set by controls: 0 for no effect and ±100 for the full control effect; nearly all actives have a fitted effect of over 65% in size
Target sequence (P53350 whole entry, looked up, the tested form may be a part): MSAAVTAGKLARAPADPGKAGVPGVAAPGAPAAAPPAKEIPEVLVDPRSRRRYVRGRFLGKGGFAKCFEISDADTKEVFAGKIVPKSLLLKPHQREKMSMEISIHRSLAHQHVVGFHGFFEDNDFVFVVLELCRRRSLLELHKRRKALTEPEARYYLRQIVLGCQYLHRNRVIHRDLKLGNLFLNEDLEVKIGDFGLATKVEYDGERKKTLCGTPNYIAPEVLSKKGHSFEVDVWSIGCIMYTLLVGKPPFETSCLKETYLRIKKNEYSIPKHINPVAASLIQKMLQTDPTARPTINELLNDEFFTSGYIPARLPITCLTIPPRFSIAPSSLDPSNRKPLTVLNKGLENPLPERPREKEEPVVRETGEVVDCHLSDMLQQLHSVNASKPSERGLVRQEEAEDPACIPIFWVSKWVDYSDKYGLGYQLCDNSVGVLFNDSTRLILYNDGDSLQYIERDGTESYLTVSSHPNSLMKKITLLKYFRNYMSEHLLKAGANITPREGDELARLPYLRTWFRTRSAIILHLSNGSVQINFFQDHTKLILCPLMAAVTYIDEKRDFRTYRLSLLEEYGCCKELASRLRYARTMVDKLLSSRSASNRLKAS
EPAC1 antagonist – EPAC1 (human) antagonism | O95398 | Potency, µM (top dose mostly 115 µM), for the others: at the top dose activity change, negative = inhibition, most hits filed as inhibitors | actives 0.14% (n = 360,000) | EPAC1 GEF assay, Rap1b-BODIPY-GDP exchange fluorescence;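 note: potency is the fitted concentration of half-maximal effect; plate controls were vehicle for no effect and positive control for full effect; nearly all actives have a fitted effect of over 50% in size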
The depositor's hits bear a star; ? = inconclusive; nt = not tested or not shown; & = joins results of further samples; [ ] = dose if it differs, or a comment. Unless noted, calls come from the whole dose curve; as a rule, active = well fitted curve in the direction sought with a large enough effect; inconclusive = small, poorly fitted or top-dose-only effect, or another doubt; inactive = no such curve, though single readings can be large; an effect the other way counts as inactive or inconclusive.

SMILES	EPAC1 ag	WRN helicase inh	FUS suppressor	IL-2 act	PI5P4Ka inh	Abeta rescue	PLK1 PBD inh	EPAC1 antagonist
Cc1ccc(C)c2c1CCC(=Cc1ccccc1[N+](=O)[O-])C2=O	12%	7%	-13%	-2.6	17	12%	-7%	-3%
COC(=O)C(NC(C)=O)(Nc1nc2c(s1)CCCC2)C(F)(F)F (stereo unspecified)	15%	-4%	-9%	0.4	1	8%	?	-2%
NC(=O)c1ccccc1NC(=O)CSC1=NCCS1	-1%	9%	13%	0.6	4	3%	?	2%
CCC/C(C#Cc1cc(OC)cc(OC)c1)=C1/c2ccccc2C(=O)N1c1ccccc1	-6%	2%	44%	0.6	35	-15%	-2%	1%
CCOc1ccc2ccccc2c1/C=N/NC(=O)c1c(C)cc(C)[nH]c1=O	4%	1%	-1%	-4.2	-3	1%	-2%	-1%
O=C(C1CCCC1)N1CCN(S(=O)(=O)c2ccc(F)c(F)c2F)CC1	5%	12%	-1%	0.3	1	4%	-12%	13%
COc1ccccc1CCNC(=O)C(=O)Nc1cc2c3c(c1)CC(=O)N3CCC2	-2%	10%	36%	-5.2	-16	-31%	-17%	2%
Cc1cnc(NC(=O)Cn2cnc3c2c(=O)n(C)c(=O)n3C)s1	6%	3%	-5%	2.7	3	-3%	5%	-8%
Cc1ccc(Nc2nc(CSc3nnnn3-c3ccccc3)cc(=O)[nH]2)cc1	-7%	-3%	?	-1.7	-11	-21%	-8%	-5%
O=C1CN(C(=O)c2ccccc2)C(c2ccccc2)c2cc(F)ccc2N1 (stereo unspecified)	3%	-11%	-6%	-0.2	-2	6%	2%	-9%
CCOc1ccc(NC2=NC(C(=O)NCc3ccccc3)CC(=O)N2)cc1 (stereo unspecified)	-3%	-2%	2%	-0.8	1	-11%	-2%	0%
CCc1nnc(NC(=O)c2ccc(F)c(S(=O)(=O)N3CCCCC3)c2)s1	10%	4%	16%	-0.8	-6	3%	-11%	-16%
CC1CN(Cc2ccccc2)C(=O)NC1=O (stereo unspecified)	-6%	12%	-19%	-0.5	-2	-6%	-7%	-21%
Cc1ccc(OCC(=O)Nc2cccc(-c3nnc(-c4ccccc4)o3)c2)c(C)c1	-4%	0%	?	-1.3	nt	11%	-4%	6%
COc1ccc(C[C@H]2CN3C(=NC[C@@H]3C(C)C)N2CCNC(=O)CCC2CCCCC2)cc1	-8%	7%	15%	-4.7	2	10%	-7%	-4%
COc1ccc(/C=N/Nc2cc(C)nc(N)n2)cc1	-9%	8%	nt	-3.7	1	-10%	-4%	-7%
Cc1cnc(C)c(N2CCN(Cc3nc(-c4ccccc4)no3)CC2)n1	8%	-5%	18%	-0.3	1	1%	-17%	-23%
NC(=O)c1c(NC(=O)c2cccnc2)sc2c1CCCCC2	7%	5%	-11%	-1.0	-9	4%	-16%	-11%
Cc1ccc(-n2nc(C(=O)c3ccccc3)n3c(=O)cc(-c4ccccc4)nc23)cc1	15%	-5%	-21%	5.2	2	15%	18%	-6%
Cc1cccc(C(=O)NCC(=O)N2CCN(S(=O)(=O)/C=C/c3ccccc3)CC2)c1	11%	-7%	nt	-0.3	1	3%	2%	-6%
CCC(c1nnc(SC(C)C(=O)NC2CC2)n1-c1ccc(OC)cc1)N(C)C (stereo unspecified)	15%	1%	nt	-2.1	-5	0%	0%	8%
CC(CNC(=O)CN1C(=O)c2cccnc2Oc2ccc(Cl)cc21)c1ccccc1 (stereo unspecified)	0%	8%	25%&30%	-0.8	5	5%&-2%	-11%	12%
O=C(NCC(c1ccco1)N1CCCC1)c1ccc(-n2cccn2)cc1 (stereo unspecified)	5%	-2%	10%	-0.6	-5	-17%	4%	8%
CCn1c(NCc2ccco2)nc2ccccc21	-1%	5%	6%	0.5	-3	1%	4%	-14%
CCCNC(=O)c1onc(CSc2ccc(F)cc2)c1C(=O)NCCOC	7%	-2%	-11%	-3.4	0	15%	-18%	1%
Cc1ccc(NC(=O)Cc2n[nH]c(=O)c3ccccc23)cc1S(=O)(=O)N1CCCCCC1	3%	2%	nt	-4.5	-9	6%	6%	3%
Cc1nn(C(C)(C)C)c(NC(=O)c2ccccc2)c1C#N	-1%	-1%	-29%	1.8	2	10%	-8%	0%
CCn1c(=O)c(C(=O)CN2CCN(Cc3ccc4c(c3)OCO4)CC2)c(N)n(Cc2ccccc2)c1=O	2%	1%	21%	0.1	5	-8%	-5%	-8%
COc1ccc(N(CC(=O)Nc2cccnc2)S(=O)(=O)c2ccccc2)cc1Cl	-7%	-19%	4%	-1.3	5	-14%	-1%	-4%
CCCNC(=O)c1n[nH]c2c1CC(C(C)(C)CC)CC2 (stereo unspecified)	-5%	8%	12%	-0.4	-4	5%	5%	4%
O=C(CN(Cc1ccccc1)S(=O)(=O)c1ccc(S(=O)(=O)N2CCOCC2)cc1)Nc1ccccc1	8%	19%	nt	0.4	2	-3%	-9%	-11%
CC1=NN(C(N)=S)C(=O)C1N=Nc1ccccc1O (stereo unspecified)	13%	-18%	-16%	0.9	0	-28%	-7%	-31%
C=CC#CC1(O)CC(C)N(C)CC1C (stereo unspecified)	-7%	8%	4%	-1.4	6	-7%	-12%	?
CC(=O)Nc1cncc(-c2ccccc2C(C)=O)n1	14%	1%	-26%	0.0	-1	-10%	-11%	-22%
CCCn1c(N)c(C(=O)CSc2n[nH]c(-c3ccccc3F)n2)c(=O)n(C)c1=O	-2%	-1%	-8%	0.5	-1	-11%	-8%	-17%
COC(=O)c1ccc(NN=Nc2ccc(C)cc2)cc1	-7%	-8%	nt	0.2	-3	8%	?	-25%
CCCC(=O)N1CCN(c2ccc(NC(=O)c3ccc(OCC)c([N+](=O)[O-])c3)cc2)CC1	-4%	6%	nt	-3.1	-7	1%	-4%	13%
CCCCn1c(SCC(=O)N(C)C)nnc1-c1ccncc1	-6%	8%	-33%	1.7	-9	-10%	-5%	-9%
CC(=O)N1/C(=C/c2ccc(N(C)C)cc2)C(=O)c2ccccc21	0%	-23%	17%	-5.1	-8	-51%[inhibitor]	-9%	-1%
CCOC(=O)C1=NNC(C(=O)c2ccccc2)C1c1ccc(C)cc1 (stereo unspecified)	-9%	-3%	28%	1.9	2	27%	1%	-7%
CCOC(=O)C1=CN(Cc2ccco2)S(=O)(=O)NC1c1cccc(OC)c1 (stereo unspecified)	-8%	-3%	-10%	-0.6	-4	-3%	-6%	-8%
CC(C)(C)CN1C(N)=NC[C@@H]1Cc1ccc(O)cc1	1%	1%	-17%	-0.3	-5	-24%	-3%	-8%
Cc1nn(CC(=O)Nc2nnc(CC(=O)N3CCCC3)s2)c(=O)c2ccccc12	4%	-8%	-7%	0.4	-5	14%	-29%	0%
CCOc1ccc(N2C(=O)c3cccnc3C2Nc2ccc(Cl)cc2)cc1 (stereo unspecified)	-13%	-3%	?	-2.8	nt	4%	-4%	-5%
O=C(Nc1ccc(Cl)cc1)Nc1ccccc1CC[N+](=O)[O-]	-5%	-36%	6%	-0.9	-79*	-8%	3.4µM*	-18%
CCCCn1c(SCC(=O)Nc2sc3c(c2C(N)=O)CCC3)nnc1-c1ccccc1	10%	?	?	-0.1	?	13%	?	-27%
CCC(c1ccccc1)c1nnc(NC(=O)c2ccco2)s1 (stereo unspecified)	17%	2%	-3%	1.1	1	12%	-5%	-7%
Cc1noc(C)c1S(=O)(=O)N(C)C[C@@H]1OCc2cnnn2CCCC(=O)N([C@@H](C)CO)C[C@H]1C	-5%	-2%	-19%	-1.4	-2	1%	?	-5%
Cc1ccc2[nH]c(=O)c(C(c3nnnn3CC3CCCO3)N3CCCc4ccccc43)cc2c1 (stereo unspecified)	0%	3%	10%	-3.2	nt	18%	-11%	-3%
O=C(NCCCN1CCCC1)c1ccc(CS(=O)(=O)c2ccc(Br)cc2)o1	8%	5%	-5%	-1.0	1	1%	-8%	-15%

New compounds follow.
SMILES	EPAC1 ag	WRN helicase inh	FUS suppressor	IL-2 act	PI5P4Ka inh	Abeta rescue	PLK1 PBD inh	EPAC1 antagonist
Cc1cccc(NC(=O)Cc2nc(-c3c[nH]c(C(=O)N4CCCC4)c3)cs2)c1	1%	-4%	43%	-3.0	-13	5%	-23%	2%
Cc1ccc(CNC(=O)CCC(=O)n2ncc3cc(C)ccc32)cc1	-7%	-5%	-13%	-1.2	11	5%	-3%	-5%
Cc1cccc(CN(C(=S)Nc2c(C)cccc2C)c2cccnc2)c1	-11%	-8%	-16%	0.8	4	25%	-4%	-21%
O=C1NC(=S)N/C1=C/c1cccc([N+](=O)[O-])c1	4%	-9%	-13%	-2.5	0	17%	-13%	4%
Cc1[nH]c(C)c(S(=O)(=O)NCCc2ccc(S(N)(=O)=O)cc2)c1C(=O)N1CCCC1	3%	3%	0%	-0.3	-11	18%	27µM*	-9%
COc1ccc(C(N)c2csc(Nc3ccc(C(=O)c4ccccc4)cc3)n2)cc1 (stereo unspecified)	14%	-7%	38%	-0.4	6	-23%	-2%	-4%
Cc1nc2scc(C)n2c(=O)c1S(=O)(=O)N1CCN(c2ccc(F)cc2)CC1	-2%	-5%	-17%	1.5	1	nt	-8%	-26%
COc1ccc(CCC(=O)O)c(C(CC(=O)O)C(=O)O)c1OS(=O)(=O)c1ccc(C)cc1 (stereo unspecified)	11%	-1%	-3%	-3.5	-13	5%	3%	9%
CCOC(=O)c1cnc(-n2nc(C)cc2C)nc1N(CC)CC	2%	5%	18%	-3.4	nt	14%	-7%	4%
O=C(COc1ccc(S(=O)(=O)N2CCOCC2)cc1Cl)N1CCOCC1	13%	0%[57.1 µM]	-3%	0.8	-5	3%	-8%	6%
CC1C(O)=C(c2nc3ccccc3[nH]2)C(=N)N1c1ccccc1 (stereo unspecified)	2%	4%	27%	-0.1	nt	-4%	-7%	10%

3 compounds out of the list, ordered by heavy-atom count, lowest first.
SMILES	EPAC1 ag	WRN helicase inh	FUS suppressor	IL-2 act	PI5P4Ka inh	Abeta rescue	PLK1 PBD inh	EPAC1 antagonist
CCOC(=O)c1cnc(-n2nc(C)cc2C)nc1N(CC)CC	2%	5%	18%	-3.4	nt	14%	-7%	4%
Cc1cccc(CN(C(=S)Nc2c(C)cccc2C)c2cccnc2)c1	-11%	-8%	-16%	0.8	4	25%	-4%	-21%
Cc1nc2scc(C)n2c(=O)c1S(=O)(=O)N1CCN(c2ccc(F)cc2)CC1	-2%	-5%	-17%	1.5	1	nt	-8%	-26%

High-throughput results as filed in PubChem.
